High-throughput results: PubChem BioAssay, several laboratories
Y pestis TopoI: Y. pestis Topo-I inhibition via cleavage products; Y. pestis Topo-I cleavage product accumulation, plate reader; activity, % at 10 µM; actives 0.064% (n = 360,000); in the data active means activity above about 50%, passing the limit was not always enough; inconclusive means no clear call, values can overlap the other calls; further: inactives centre near 2
Mtb UGM inh: inhibitors of M. tuberculosis UDP-galactopyranose mutase | inhibition, % at 10 µM | AID 504406 | P9WIQ1 | purified UGM, fluorescence polarization probe displacement | actives 0.06% (n = 320,000); in the data active means inhibition above about 10%, passing the limit was not always enough; inconclusive means no clear call, values can overlap the other calls
Target sequence (P9WIQ1 whole entry, looked up): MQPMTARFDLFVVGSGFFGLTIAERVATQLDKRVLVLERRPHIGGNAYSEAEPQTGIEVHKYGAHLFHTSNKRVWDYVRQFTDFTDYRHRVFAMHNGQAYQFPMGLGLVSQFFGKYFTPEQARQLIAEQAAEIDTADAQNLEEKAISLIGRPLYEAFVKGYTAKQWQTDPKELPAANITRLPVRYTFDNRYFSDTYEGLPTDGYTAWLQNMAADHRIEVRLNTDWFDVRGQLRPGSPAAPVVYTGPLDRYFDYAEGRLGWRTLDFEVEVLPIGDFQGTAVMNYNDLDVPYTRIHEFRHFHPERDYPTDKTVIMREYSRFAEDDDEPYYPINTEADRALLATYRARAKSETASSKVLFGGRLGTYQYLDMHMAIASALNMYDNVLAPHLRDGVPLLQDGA
BH1578 lux ind: inducers of Vibrio cholerae quorum light production without autoinducers; V. cholerae BH1578 lux reporter, luminescence, 6 h; activation, % at 18.7 µM; actives 0.16% (n = 350,000); in the data active means activation mostly above about 9.7%, no sharp cut-off; inconclusive means no clear call, values can overlap the other calls; inactive means mostly below about 3.7%; further: not every result past the cut was called active; inactives centre near 0; reference of the scale not given here
PfHsp40 rescue: restores yeast growth despite PfHsp40 toxicity | actives 0.68% (n = 340,000) | growth rescue, % at 12.5 µM | S. cerevisiae expressing PfHsp40, growth rescue, ATP luminescence; in the data active means growth rescue above about 28%, passing the limit was not always enough; inconclusive means no clear call, values can overlap the other calls;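 further: yeast W303a lacking pdr1 and pdr3 grown in galactose medium; growth measured after three days at 30 °C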
TcdB inh: blocks C. difficile toxin B glycohydrolase activity | P18177 | TcdB glycohydrolase enzymatic assay, plate reader | inhibition, % at 9.99 µM | actives 0.24% (n = 350,000); in the data active means inhibition above about 10%
GDH-TPI inh: counter-screen for M. tuberculosis FBA inhibitors: GDH-TPI coupled enzymes. GDH-TPI coupled enzyme counterscreen, NADH absorbance. inhibition, % at 4.8 µM. actives 1.2% (n = 360,000); in the data active means inhibition above about 30%;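 further: 0% = DMSO wells and 100% = wells lacking the enzyme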
Mtb FBA inh: inhibitors of M. tuberculosis fructose-bisphosphate aldolase | purified M. tuberculosis FBA, fluorescence read-out | inhibition, % at 1 µM | actives 2.3% (n = 360,000) | AID 588726; in the data active means inhibition above about 27%;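 further: 0% = vehicle and 100% = reference inhibitor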
Target sequence (P9WQA3 whole entry, looked up): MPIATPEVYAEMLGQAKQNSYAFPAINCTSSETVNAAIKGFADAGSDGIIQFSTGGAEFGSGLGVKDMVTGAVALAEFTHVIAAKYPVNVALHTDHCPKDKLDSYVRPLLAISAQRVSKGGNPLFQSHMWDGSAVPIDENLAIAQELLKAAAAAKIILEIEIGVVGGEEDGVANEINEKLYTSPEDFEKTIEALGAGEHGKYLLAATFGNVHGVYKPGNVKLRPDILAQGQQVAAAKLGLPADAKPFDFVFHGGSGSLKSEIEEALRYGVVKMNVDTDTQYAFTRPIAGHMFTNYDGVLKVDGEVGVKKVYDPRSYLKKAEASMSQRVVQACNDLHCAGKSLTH
FadD28 binding: inhibitors of Mycobacterium tuberculosis FadD28 bisubstrate binding; inhibition, % at 12.5 µM; AID 588549; FadD28 bisubstrate probe binding, fluorescence polarization; actives 0.22% (n = 360,000); in the data active means inhibition above about 8.5%, passing the limit was not always enough; inconclusive means no clear call, values can overlap the other calls
Mtb BioA inh: inhibitors of Mycobacterium tuberculosis BioA enzyme; purified M. tuberculosis BioA enzyme, plate reader; inhibition, % at 9.99 µM; actives 0.096% (n = 360,000); AID 602481; in the data active means inhibition above about 40%; inconclusive means no clear call, values can overlap the other calls
* marks the source's active call; other numbers are inactive results; i = inactive; ? = inconclusive; nt = not tested or not shown.

SMILES	Y pestis TopoI	Mtb UGM inh	BH1578 lux ind	PfHsp40 rescue	TcdB inh	GDH-TPI inh	Mtb FBA inh	FadD28 binding	Mtb BioA inh
O=C(NCCSc1ccccc1)c1ccc(Br)cc1	6	-0.1	-0.2	16	0.7	-3	1	-1.8	nt
COc1ccccc1N1C(=O)C(Cl)=C(N2CCCC2)C1=O	-3	-0.1	i	-1.6	0.0	11	-2	0.0	-1.0
CCOC(=O)N1CCN(S(=O)(=O)c2ccc(OC)cc2)CC1	5	-4.2	i	-0.2	-0.7	3	0	-1.1	-1.1
O=C(Nc1nnc(Cc2ccc(F)cc2)s1)Nc1ccccc1F	-4	-1.8	-0.5	-1.0	-0.5	3	-1	-1.2	-1.0
Cc1ccc(/C=N/n2c(C)cc(C)c(C#N)c2=O)o1	4	-2.0	-0.3	0.0	1.3	5	0	-2.9	1.0
CCCNC(=O)c1oc2ccc3c(c2c1C)C=CC(C)(C)O3	0	-0.9	-0.6	-3.5	2.8	4	16	-2.9	-0.4
Cc1ccc(NC(=O)CSc2nnc(-c3n[nH]c4ccccc34)n2-c2ccccc2)c(C)c1	-3	0.2	-0.1	2.3	nt	1	0	0.5	nt
CCC(Oc1ccccc1OC)C(=O)N1CC(=O)Nc2ccccc21 (centres undefined)	5	0.2	-0.2	0.0	0.1	-4	1	nt	nt
Cc1ccccc1OCc1nc2ccccc2c(=O)n1/N=C/c1cn[nH]c1-c1ccccc1	0	nt	-0.4	-0.3	nt	3	-1	-2.7	-0.6
CC(=O)N1CCN(S(=O)(=O)c2cccc(C(=O)OCC(=O)N(Cc3ccccc3)C(C)(C)C)c2)CC1	22	1.1	1.8	0.6	1.1	-9	1	-5.3	2.4
CCOC(=O)c1c(NC(=O)COC(=O)Cn2c(C)nc3ccccc32)sc2c1CCCC2	8	3.3	-0.6	2.0	nt	1	-1	-3.4	-0.3
C[C@H](N)CN1CCc2ccc(Br)cc21	-3	-1.9	i	1.0	-8.3	-2	-3	-2.7	0.6
CCN(CC)c1ccc(-c2nn3c(-c4ccccc4OC)nnc3s2)cc1	35	1.4	-0.4	-0.4	nt	24	31*	-0.3	-0.7
CC(C)Oc1ccc(S(=O)(=O)N2CCOCC2)cc1NC(=O)c1ccc(Cl)c(S(=O)(=O)N2CCOCC2)c1	-2	nt	-0.3	nt	1.9	7	4	1.9	0.4
Cn1cnnc1SCC(=O)Nc1nc(-c2ccc(F)cc2)cs1	11	0.5	i	0.1	-1.0	-7	1	-5.4	nt
Cc1ccc2c(=O)cc(C(=O)NCc3ccccc3)oc2c1C	-1	-8.2	i	-0.5	0.9	0	8	-0.4	-2.6
Cc1ccc(C)c(OCC(=O)NNC(=O)CCN2CCN(c3ccccc3)CC2)c1	-4	1.3	-4.2	0.0	0.3	-2	0	-3.8	-0.7
CCOc1nc(-c2ccccc2)ccc1-c1noc(-c2ccncc2)n1	6	2.3	i	0.7	nt	-5	0	-3.6	nt
Cc1nc(N2CCOCC2)nc(Oc2ccccc2F)c1[N+](=O)[O-]	-5	0.6	0.0	9.4	-0.4	13	2	1.6	nt
Cc1cc(C)c2nc(N3CCC(C(=O)N4CCN(C(=O)c5ccco5)CC4)CC3)sc2c1	20	5.2	i	1.9	nt	-3	-1	-2.1	-2.4
O=c1[nH]c(=O)n(CCC2=CCCCC2)c(O)c1/C=N/N1CCOCC1	-3	-1.3	0.4	-0.3	2.2	-1	0	-0.6	nt
CCOc1ccccc1NC(=O)NC1CCN(CC(=O)Nc2ccc3c(c2)OCCO3)CC1	6	-1.2	-0.6	0.0	nt	8	1	0.6	1.4
C=CCOc1nc2c(c(=O)n(Cc3ccc(Cl)c(Cl)c3)c(=O)n2C)n1C	-4	-0.2	-0.4	-0.1	nt	-2	1	-3.9	nt
O=c1[nH]ncc(N2CCN(C(c3ccccc3)c3ccccc3)CC2)c1Cl	22	2.1	-0.2	1.4	-0.2	14	4	-1.0	nt
O=C1CC(NCc2ccncc2)C(=O)N1c1ccccc1 (centres undefined)	-2	-0.4	i	-0.3	nt	4	-1	-1.4	nt
O=C(O)c1ccc(S(=O)(=O)N2CCC(NC(=O)C3CCCCC3)CC2)cc1	6	1.8	-0.3	-0.4	-0.1	-11	-2	nt	nt
O=C(COC(=O)Cc1ccccc1F)Nc1ccc(SC(F)F)cc1	0	4.4	i	2.0	0.6	4	-1	-0.9	2.0
COc1ccc(C2=NN(CN3C(=O)C(=O)c4ccccc43)C(c3ccc(Br)cc3)C2)cc1 (centres undefined)	3	0.0	i	-0.1	-0.8	2	4	1.2	-0.9
CCN(CC)CCNC(=O)CNC(=O)c1nn(-c2ccc(OC)cc2)c(=O)c2ccccc12	0	-3.3	i	-1.3	1.3	8	0	nt	-0.9
CCn1cc(C(=O)NCCN(CC(C)C)CC(C)C)c(=O)c2cc(S(=O)(=O)N3CCOCC3)ccc21	27	1.9	i	0.4	1.7	11	3	-1.9	3.1
Cc1nn(Cc2ccc(Cl)c(Cl)c2)c(C)c1NC(=O)c1cc(C2CC2)on1	32	3.3	-0.2	0.2	-1.1	-4	0	-1.9	2.9
CCCn1c(N)c(CC)c(=O)[nH]c1=O	8	2.8	-0.4	-1.6	0.9	-2	-1	-0.9	nt
Cn1ccnc1Sc1ccc(/C=N/NC(=O)c2ccccc2[N+](=O)[O-])cc1[N+](=O)[O-]	1	0.4	3.3	0.2	nt	-4	-4	-2.9	nt
Cc1cccc(N(C)C(=O)c2cc3c(=O)[nH]c4ccc(C)cc4c3s2)c1	7	1.1	0.4	-0.3	1.5	14	3	-1.0	-1.0
Cc1ccccc1OCCNC(=O)/C=C/c1ccc([N+](=O)[O-])cc1	3	-0.2	2.0	0.2	nt	13	0	0.0	nt
Cc1cc(NC(=O)c2c(-c3c(Cl)cccc3Cl)noc2C)n(C)n1	-1	-0.3	i	?	0.7	9	-1	-1.5	-0.8
NNC(=S)NCc1cccnc1	5	1.5	0.2	0.2	nt	3	-7	-3.0	nt
CC(=O)Nc1ccc(S(=O)(=O)N2CCC(C(=O)Nc3nccs3)CC2)cc1	-8	-2.4	2.1	-0.9	-0.3	-2	-3	-3.3	0.5
Cc1ccc(N(C(C)C(=O)O)S(=O)(=O)c2c(C)[nH]c(=O)[nH]c2=O)cc1 (centres undefined)	0	0.3	-0.4	-1.8	1.2	3	0	0.2	-1.2
CCOc1ccc(NC(=O)CCSc2ccc3ccccc3n2)cc1	-9	nt	-0.3	-0.6	-7.5	6	1	-1.1	-1.6
C=CCn1c(O)c(N=NC(=S)Nc2ccccc2F)c2cc(S(=O)(=O)N3CCOCC3)ccc21	9	-0.3	1.6	1.0	2.0	10	0	-1.4	0.5
O=C(N/N=C/c1cccc2ccccc12)c1ccc(CN2CCOCC2)cc1	2	-0.1	i	0.4	2.5	41*	6	-0.3	-4.0
CCOc1ccc(-c2nnc(SCC(=O)N3CCCC3)o2)cc1	2	1.7	0.7	-1.0	1.2	-4	2	?	-2.2
Cc1ccc(S(=O)(=O)N(C)C)cc1NC(=O)COC(=O)CNC(=O)C12CC3CC(CC(C3)C1)C2	12	0.8	-0.7	nt	0.2	1	0	0.4	nt
CC(=NCCCO)c1c(O)[nH]c(=O)[nH]c1=O	0	0.5	0.6	nt	1.0	-2	3	-2.6	-1.5
O=c1[nH]c2c(s1)C(c1cccnc1)C1C3CCC(C3)C1S2 (centres undefined)	2	0.1	-0.7	1.8	nt	3	5	-2.3	nt
Cc1oc2c(c1C(=O)Nc1cccc3ccccc13)CCCC2	25	2.9	0.3	-0.4	nt	8	4	-2.7	-1.3
COCc1cc(CN2CCCC(C(=O)Nc3ccc(-c4ccco4)cc3)C2)ccc1OC (centres undefined)	5	0.9	-0.6	-1.6	0.7	-1	0	-7.0	-0.8
O=C(CCC(=O)N1CCCCCC1)Nc1ccc([N+](=O)[O-])cc1	12	3.1	i	0.4	-0.1	14	-2	-0.8	-0.1
O=C1CN(C(=O)CSc2nnc(C3CC3)n2-c2ccccc2)c2ccccc2N1	4	0.2	-0.8	0.7	nt	9	5	-1.3	0.2

The listing continues:
SMILES	Y pestis TopoI	Mtb UGM inh	BH1578 lux ind	PfHsp40 rescue	TcdB inh	GDH-TPI inh	Mtb FBA inh	FadD28 binding	Mtb BioA inh
COc1ccc(NC(=O)C2(C)Cc3c(-c4ccc5c(c4)OCO5)ccnc3O2)cc1OC (centres undefined)	26	nt	-0.4	nt	0.9	3	25	-1.4	4.0
CCOc1nc(NC(=O)NS(=O)(=O)Oc2ccccc2Cl)nc(-c2ccccc2)n1	-1	-2.6	i	-0.5	nt	1	1	2.0	-0.7
Cc1cccc(OCC(=O)Nc2ccc(S(=O)(=O)Nc3ccccn3)cc2)c1	-13	-0.4	-0.2	-0.3	2.3	-1	7	-2.3	nt
O=C(/C=C/c1ccc(S(=O)(=O)N2CCOCC2)cc1)N1CCCCC1	5	nt	i	0.5	1.0	5	-1	-0.1	-2.0
Cc1ccc(C(=O)CSc2nnc(-c3ccccc3N)n2C)cc1C	7	-0.8	-0.4	-0.2	3.1	17	1	-0.4	1.0
O=C(OCc1ccccn1)c1ccc(COc2ccc3ccccc3c2)o1	8	0.8	-0.4	0.8	1.3	-16	-3	-2.1	-0.3
CN(C)c1ncc(S(=O)(=O)c2ccccc2)c(=O)[nH]1	-1	1.6	i	0.7	1.8	-9	4	-1.2	-1.0
CS(=O)(=O)N1CCCC(C(=O)Nc2ccc(F)cc2)C1 (centres undefined)	0	0.7	-0.2	0.2	1.8	2	2	-0.7	-0.4
O=C(Nc1ccc(-n2cnnn2)cc1)C1CCCN1C(=O)NC1CCCCC1 (centres undefined)	7	-1.9	i	-1.2	nt	12	3	1.5	-0.5
CC(=O)c1cccc(NC(=O)C23CC4CC(C2)CC(n2cncn2)(C4)C3)c1	2	0.2	i	-1.3	nt	-5	-6	-2.8	0.8

Filtered by structure, those above containing two or more sulfur atoms
SMILES	Y pestis TopoI	Mtb UGM inh	BH1578 lux ind	PfHsp40 rescue	TcdB inh	GDH-TPI inh	Mtb FBA inh	FadD28 binding	Mtb BioA inh
CC(C)Oc1ccc(S(=O)(=O)N2CCOCC2)cc1NC(=O)c1ccc(Cl)c(S(=O)(=O)N2CCOCC2)c1	-2	nt	-0.3	nt	1.9	7	4	1.9	0.4
Cn1cnnc1SCC(=O)Nc1nc(-c2ccc(F)cc2)cs1	11	0.5	i	0.1	-1.0	-7	1	-5.4	nt
CC(=O)Nc1ccc(S(=O)(=O)N2CCC(C(=O)Nc3nccs3)CC2)cc1	-8	-2.4	2.1	-0.9	-0.3	-2	-3	-3.3	0.5
C=CCn1c(O)c(N=NC(=S)Nc2ccccc2F)c2cc(S(=O)(=O)N3CCOCC3)ccc21	9	-0.3	1.6	1.0	2.0	10	0	-1.4	0.5
O=c1[nH]c2c(s1)C(c1cccnc1)C1C3CCC(C3)C1S2 (centres undefined)	2	0.1	-0.7	1.8	nt	3	5	-2.3	nt

More entries:
SMILES	Y pestis TopoI	Mtb UGM inh	BH1578 lux ind	PfHsp40 rescue	TcdB inh	GDH-TPI inh	Mtb FBA inh	FadD28 binding	Mtb BioA inh
CCOc1cc(/C=C/C(=O)Nc2ccc(C(=O)NCCN(CC)CC)cc2)ccc1OCC(C)C	-1	0.7	-0.4	-0.7	2.8	14	5	-19	nt
COc1ccc(C(=O)CC(=O)C(=O)Nc2cc(OC)c(OC)c(OC)c2)cc1	-11	0.7	i	1.3	0.9	11	-1	-2.8	1.3
COCC(C)n1c(SCc2nc(N)nc(Nc3ccccc3C)n2)nc2ccccc2c1=O (centres undefined)	0	2.9	-10	-0.2	nt	3	-2	0.7	-0.1
COC(=O)c1ccc(N2CCN(c3ccccc3)CC2)c(N)c1	17	-1.2	i	0.9	-0.2	7	0	0.1	nt

In a second layout: entries from further up.
Each structure is followed by: Y pestis TopoI, Mtb UGM inh, BH1578 lux ind, PfHsp40 rescue, TcdB inh, GDH-TPI inh, Mtb FBA inh, FadD28 binding, Mtb BioA inh
- Cc1ccc(C(=O)CSc2nnc(-c3ccccc3N)n2C)cc1C
    7, -0.8, -0.4, -0.2, 3.1, 17, 1, -0.4, 1.0
- O=C(OCc1ccccn1)c1ccc(COc2ccc3ccccc3c2)o1
    8, 0.8, -0.4, 0.8, 1.3, -16, -3, -2.1, -0.3
